RGS8-Gao = regulators of human RGS8-Galphao interaction. P09471. multiplexed bead flow cytometry, RGS8-Galphao binding; actives lie on both sides. response (percent of control binding), % at 10 µM. 220,000 compounds, 0.34% hits. AID 1423; in the data active = response below about 60% or above about 140%; inactive = in between;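 also: Galphao activated as the GDP aluminium fluoride complex binding bead-coupled RGS8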
Mcl-1 Bim block = human Bim-Mcl-1 interaction inhibition; inhibition, % at 10 µM; Q07820; Bead-based flow cytometry, Bim peptide-Mcl-1 binding; AID 1009; 190,000 compounds, 0.1% hits; in the data active = inhibition above about 40%;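 also: 0% = no compound tracer wells and 100% = peptide blocker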
Target sequence (Q07820 whole entry, looked up): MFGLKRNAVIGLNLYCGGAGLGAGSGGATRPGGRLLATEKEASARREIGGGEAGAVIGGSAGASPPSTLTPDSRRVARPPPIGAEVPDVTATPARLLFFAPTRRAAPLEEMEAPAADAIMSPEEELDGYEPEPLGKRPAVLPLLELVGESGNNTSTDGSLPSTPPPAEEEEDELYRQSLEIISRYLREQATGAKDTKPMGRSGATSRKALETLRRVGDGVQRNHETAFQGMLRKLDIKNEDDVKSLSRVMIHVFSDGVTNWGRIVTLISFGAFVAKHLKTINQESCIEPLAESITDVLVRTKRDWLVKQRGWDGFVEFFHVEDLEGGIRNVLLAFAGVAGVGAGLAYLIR
Rac1 wt GTP bind = alters GTP binding to wildtype human Rac1 | P63000 | GST-Rac1 beads, fluorescent GTP binding, flow cytometry; actives lie on both sides; 0 = cold GTP competed, 100 = untreated | GTP binding activity (% of control), % at 10 µM | 190,000 compounds, 0.27% hits;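 active = GTP binding activity at least 20 points away from the 100% control level, either lower or higher; inconclusive = compound flagged as likely green fluorescent, judged across all proteins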
Mcl1-Noxa inh = disrupts binding of human Mcl-1 to Noxa peptide; 220,000 compounds, 1.5% hits; Q07820; TR-FRET Mcl-1/Noxa peptide binding, 2 h; inhibition, % at 21.7 µM;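 active = compounds that cut the protein-peptide binding signal by more than 50% relative to plate controls in a single-dose test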;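 also: His-tagged Mcl-1 with rhodamine Noxa BH3 peptide and terbium anti-His antibody; 0% = Mcl-1 plus Noxa peptide wells and 100% = peptide-only wells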
Rab2 wt GTP = changes GTP binding to wildtype dog Rab2A, up or down; AID 760; GST-Rab2 wt beads, Bodipy-GTP binding, flow cytometry; GTP binding activity, % at 10 µM; P61105; 190,000 compounds, 0.19% hits;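 active = GTP binding activity at least 20 points away from 100%, either lowered or raised; inconclusive = signal likely due to the compound's own green fluorescence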;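 also: 0% = beads with excess unlabeled GTP and 100% = no-compound control corrected for plate trend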
Rab7 wt GTP bind = modulators of GTP binding to dog Rab7 wildtype GTPase; 190,000 compounds, 0.055% hits; GST-Rab7 beads, fluorescent GTP binding, flow cytometry; actives lie on both sides; untreated = 100%, excess cold GTP = 0%; GTP binding activity (percent of control), % at 10 µM;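 active = fluorescent GTP binding to Rab7 beads changed by at least 20 points from the 100% baseline, either direction, mostly lower; inconclusive = compound itself probably fluorescent, or too few beads counted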;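 also: median green fluorescence of bound Bodipy-FL-GTP per Rab7 bead population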
Pf gametocyte = P. falciparum stage V gametocyte viability inhibition | P. falciparum stage V gametocytes, ATP luminescence, 24 h | 150,000 compounds, 0.065% hits | AID 743093 | inhibition, % at 10.9 µM;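 active = inhibition above the mean plus 3 SD of compounds within the control limits, set per campaign, cut at about 38% in these data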;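 also: 0% = DMSO wells and 100% = medium only without gametocytes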
Mcl1 Bid PPI = disrupts binding of human Mcl-1 to Bid peptide | AID 1021 | TR-FRET Mcl-1/Bid-Dy647 peptide binding, 1536-well | inhibition, % at 21.7 µM | Q07820 | 220,000 compounds, 0.97% hits;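 active = compounds that cut the binding signal by more than half at the single screening dose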;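 also: His-tagged Mcl-1 with europium anti-His antibody binding Bid BH3 peptide; 0% = Mcl-1 plus peptide wells and 100% = peptide-only wells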
Cdc42 wt GTP = modulators (inhibitors or activators) of GTP binding to human Cdc42 wildtype; GST-Cdc42 beads, Bodipy-GTP binding, flow cytometry; actives lie on both sides; percent activity (GTP binding), % at 10 µM; 190,000 compounds, 0.2% hits;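 active = percent activity GTP binding at least 20 points away from the 100% baseline, either down as inhibitor or up as activator; inconclusive = compound flagged as likely green fluorescent from well-wide comparison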;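 also: median bead fluorescence of bound Bodipy-FL-GTP at 100 nM; 0% = excess unlabeled GTP control and 100% = no compound control; below 100% means less GTP binding so inhibitor and above means activator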
Target sequence (P60953 whole entry, looked up): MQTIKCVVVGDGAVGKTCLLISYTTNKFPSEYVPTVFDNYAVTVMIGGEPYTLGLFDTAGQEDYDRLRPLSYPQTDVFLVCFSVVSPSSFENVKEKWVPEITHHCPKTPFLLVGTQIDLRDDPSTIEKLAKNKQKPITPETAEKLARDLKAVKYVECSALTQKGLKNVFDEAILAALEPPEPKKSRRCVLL
HRas wt GTP bind = modulators of GTP binding to human HRas wildtype; P01112; GST-Ras wt beads, Bodipy-FL-GTP binding, flow cytometry; actives lie on both sides; GTP binding activity, % at 10 µM; 190,000 compounds, 0.14% hits; AID 759;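 active = GTP binding activity at least 20% away from the 100% baseline, either lowered as inhibitor or raised as activator; inconclusive = flagged as likely green fluorescent, judged across all proteins in the well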;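 also: 0% = unlabeled GTP competition control and 100% = no-compound control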
Target sequence (P01112 whole entry, looked up): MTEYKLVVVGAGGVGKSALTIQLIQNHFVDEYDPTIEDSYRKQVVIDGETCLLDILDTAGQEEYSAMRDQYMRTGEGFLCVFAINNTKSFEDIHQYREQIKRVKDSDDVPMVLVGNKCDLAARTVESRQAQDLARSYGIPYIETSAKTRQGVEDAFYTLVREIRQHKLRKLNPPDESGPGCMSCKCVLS
Rac1 mut GTP = human Rac1 activated mutant GTP binding change; P63000; GST-Rac1 activated beads, fluorescent GTP binding, flow cytometry; actives lie on both sides; 100% means binding = to untreated wells; percent activity (GTP binding), % at 10 µM; 190,000 compounds, 0.11% hits; AID 764;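 active = GTP binding at least 20 percentage points away from the 100% baseline, in either direction, so actives lie on both sides; inconclusive = Compound likely fluorescent itself, or too few beads counted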
An asterisk follows results filed as active; ? = inconclusive; / = no result given; [ ] = dose if it differs, or a comment.

Structure	RGS8-Gao	Mcl-1 Bim block	Rac1 wt GTP bind	Mcl1-Noxa inh	Rab2 wt GTP	Rab7 wt GTP bind	Pf gametocyte	Mcl1 Bid PPI	Cdc42 wt GTP	HRas wt GTP bind	Rac1 mut GTP
COCc1cc(C)nc(SCC(=O)Nc2ccccc2C)c1C#N	100	0	99	4	97	95	/	-29	100	100	99
CN(C(=O)COc1ccccc1)c1nnc(C23CC4CC(CC(C4)C2)C3)s1	103	-2	103	-25	101	99	/	5	92	101	99
CCCC(=O)c1ccc(N2CCN(S(=O)(=O)c3ccccc3)CC2)c(F)c1	100	0	103	-21	99	101	-24	9	99	100	95
Cc1ccc(-c2cn(S(=O)(=O)c3cccc([N+](=O)[O-])c3)nc2N)cc1	101	4	95	6	96	100	/	-26	93	97	94
C(=C\c1ccccc1)/C=N/Nc1nc(N2CCCCC2)nc(N2CCCCC2)n1	104	0	89	/	93	90	/	-1	90	91	90
O=C(CCC(=O)NNC(=O)COc1ccccc1)NCc1ccccc1	99	0	101	-8	99	98	/	-6	99	100	100
O=C(c1ccccc1)c1ccc(C(=O)N2CCOCC2)cc1	100	1	101	4	101	99	/	-15	101	101	94
O=C(NCC(=O)N(c1ccc(F)cc1)C(C(=O)NC1CCCC1)c1cccnc1)c1cccs1 (stereo unspecified)	101	0	96	18	97	98	/	16	97	97	95
Cc1ccc(OCc2nnc(SCC(=O)O)n2N)cc1	98	-1	97	7	97	95	10	-16	100	100	97
CNC(=S)N1CCn2cccc2C1c1cc(OC)c(OC)c(OC)c1 (stereo unspecified)	102	0	100	-4	97	99	-17	-35	96	95	96
COc1cccc(NC(=O)CSc2nc3c([nH]c4ccccc43)c(=O)n2C)c1	101	0	123*[activator]	8	116	115	4	-37	113	112	99
CCOC(=O)c1nnn(-c2nonc2N)c1-c1cccc2ccccc12	104	0	101	-6	98	99	-15	-12	97	99	100
CN1CCN(c2ccc(S(=O)(=O)N3CCCCC3)cc2NC(=O)Cc2ccccc2F)CC1	104	-3	105	6	99	99	-18	-18	100	100	99
CC(C)[C@H](NC(N)=O)C(=O)Nc1ccc(OCc2ccccc2)cc1	107	-1	97	-27	99	105	-3	-9	96	99	95
Cc1ccc(N(CC(=O)Nc2ccc3c(c2)OCCO3)S(=O)(=O)c2c(C)noc2C)cc1	99	-2	105	-7	100	102	-22	1	102	102	100
CCOC(=O)c1ccc(NS(=O)(=O)N2CCCCCC2)cc1	100	0	94	14	96	97	-37	78*	98	96	96
Cc1ccc(C)c(NC(=S)NCc2cccs2)c1	104	-1	106	6	103	100	4	-13	102	104	102
CCOC(=O)CNc1ncnc2nc[nH]c12	100	0	100	12	101	98	/	-19	99	100	98
Nc1ccccc1-c1nnc(SCc2ccccc2Cl)[nH]c1=O	105	4	105	15	99	102	/	-3	102	101	101
CC(=O)NNC(=O)CCn1nnc2ccccc21	116	-1	94	-6	95	95	1	-1	95	96	97
Cc1ccc(NC(=O)CSC2=C(C#N)C(c3ccc4c(c3)OCO4)C3=C(CCCC3=O)N2)c(C)c1 (stereo unspecified)	101	-3	94	8	92	91	-6	3	93	95	89
N#Cc1cc(-c2ccc(Cl)cc2)cnc1Sc1ccccc1	12*	0	103	-11	101	102	2	-3	103	101	100
C=CCNCCCCOc1ccccc1	101	-3	100	-5	98	101	/	14	102	98	98
COc1ccc(C(=O)Nc2nccs2)cc1OC	101	0	91	17	95	95	-47	-13	94	97	93
CCN(CC)C(=O)Cn1cc(C(=O)C(=O)N2CCCc3ccccc32)c2ccccc21	102	-2	94	-7	97	104	13	-6	93	95	95
O=S(=O)(NCc1cccnc1)c1cc(Cl)ccc1Cl	98	0	100	11	104	105	/	-20	99	104	97
CC/C(=C/c1sc2ccc(C)cc2[n+]1CCO)SC	100	-3	102	18	102	105	0	-52	101	103	99
CCCCc1nc(NCCNC(=O)c2ccco2)c(C#N)c2c1CSC(C)(C)C2	93	0	99	/	99	101	17	/	99	99	98
Clc1cc(Cl)cc(CSc2nnc(-c3sccc3-n3cccc3)o2)c1	82	6	99	19	99	103	-10	-18	102	99	97
CCOC(=O)CN1CC23C=CC(O2)C(C(=O)Nc2ccc(F)c(C)c2)C3C1=O (stereo unspecified)	101	-2	106	12	102	104	/	-11	104	104	98
CCOC(=O)c1c(C)oc2ccc(OCC(=O)N(CC)CC)cc12	100	0	99	-10	98	97	/	-5	100	100	98
COc1ccccc1NC(=O)C12CCC(C)(C(=O)C1)C2(C)C (stereo unspecified)	100	-2	98	3	96	95	-1	-13	95	96	95
Cc1ccc(NC(=O)c2cc(NC(=O)c3ccco3)ccc2N2CCCCC2)cc1	97	0	95	/	95	92	/	-38	97	94	97
c1ccc(-c2nc(NCCCn3ccnc3)c3oc4ccccc4c3n2)cc1	100	-1	?	-13	?	?	/	-19	?	?	?
c1ccc(N/N=C2\CCCc3ccccc32)nc1	98	-1	99	18	95	95	20	-22	95	99	98
CC1(C)CC(=O)C(C(=O)C2CCN(S(=O)(=O)c3ccccc3)CC2)C(=O)C1	100	-5	101	8	96	96	-3	-7	95	96	98
Cc1cccc(NC(=O)CSc2nnc(-c3ccccc3Br)o2)c1C	105	-3	97	8	98	100	2	-14	97	97	98
COc1ccc(CCNC(=O)Nc2cccc([N+](=O)[O-])c2)cc1OC	100	-2	96	0	95	96	/	-10	94	96	96
FC(F)(F)c1nnc(-c2ccccc2)nc1N1CCCC1	100	36	97	26	95	98	-5	-18	92	93	95
O=C(NC(=S)NCCOCc1ccc(Cl)cc1)c1cccnc1	67	-4	106	-2	105	104	/	-58	105	103	104
CC(C)(C)OC(=O)N1CCC(C(=O)N2CCC[C@H]2C(=O)O)CC1	97	-2	104	6	103	101	-6	-19	103	100	100
CC(C)N(C(=O)CSc1nc2ccccc2c(=O)[nH]1)C(C)C	107	-1	95	-6	98	101	-16	-6	97	98	93
CC(O)/C=C/C1OC(=O)CC1Nc1ccc(C=O)cc1 (stereo unspecified)	96	-2	100	-13	100	104	/	1	99	98	96
O=C(Nc1ccc(Oc2nnc(-c3ccccc3)c3ccccc23)cc1)c1ccccc1	105	-5	94	-19	93	94	2	2	93	95	97
CC(C)C(NC(=O)c1ccc(C(C)(C)C)cc1)C(=O)Nc1cccc(S(N)(=O)=O)c1 (stereo unspecified)	101	0	103	2	102	108	-11	-2	99	105	98
CN(C)CCCOC(=O)COc1ccc(C(C)(C)C)cc1	109	-6	100	6	100	99	-10	-12	104	101	101
CN(C)CCN(Cc1cc2cc3c(cc2[nH]c1=O)OCO3)C(=S)NCc1ccco1	100	0	100	20	97	97	1	-29	101	98	98
O=[N+]([O-])/C(C(=C(Cl)Cl)N1CCN(Cc2ccccc2)CC1)=C1\NCCN1Cc1ccc(Cl)nc1	102	1	95	11	94	88	-15	-12	94	95	95
Cc1ccc(Cl)cc1NC(=O)CCn1cccc1	99	-4	98	10	100	101	/	-57	97	98	96
O=C(Nc1ccc(N2CCOCC2)cc1)c1cc2c(s1)CCCCC2	101	0	97	-15	98	97	/	-65	98	96	94
CC(NC(=O)/C(C#N)=C/c1cccs1)c1ccccc1 (stereo unspecified)	99	-6	97	-2	96	97	5	-19	97	97	96
CC1(C)C2CCC1(CS(=O)(=O)Nc1ccc(S(=O)(=O)N3CCCCC3)cc1)C(=O)C2 (stereo unspecified)	95	-2	105	6	99	101	-2	-7	103	99	100
CCCS(=O)(=O)N1CCCC(C(=O)NC2CCCC(C)C2C)C1 (stereo unspecified)	100	-2	99	3	101	101	/	-8	100	99	99
COc1ccc(CN(C)C(=S)Nc2ccc(OC(F)F)cc2)cc1	100	-2	101	14	94	94	/	-15	98	97	97
Cc1nn(Cc2ccc(Cl)cc2)c(C)c1N	92	5	105	0	100	101	-16	-43	101	101	101
Cc1cccc(OCCNC(=O)c2cncc(Br)c2)c1	110	-2	98	2	102	102	-3	-10	94	100	99
Cc1nc(C)c(N)c(=O)[nH]1	100	1	96	13	98	104	0	-15	92	95	95
Cc1ccc(-c2nsc3c(N4CCC(C(N)=O)CC4)ncnc23)cc1	100	-1	96	-14	101	101	/	-4	98	99	101
CCOc1ccc(S(=O)(=O)N2CCN(C(=S)NC3CC3)CC2)cc1	97	-2	100	-1	96	95	/	-34	100	97	97
O=C1CC(c2ccccc2)CC(O)=C1C=NC1CCCC1 (stereo unspecified)	102	-2	98	-4	96	98	12	6	99	99	92

Carrying on.
Structure	RGS8-Gao	Mcl-1 Bim block	Rac1 wt GTP bind	Mcl1-Noxa inh	Rab2 wt GTP	Rab7 wt GTP bind	Pf gametocyte	Mcl1 Bid PPI	Cdc42 wt GTP	HRas wt GTP bind	Rac1 mut GTP
CCN(c1ccccc1)c1nc2ccsc2c(=O)s1	105	-3	97	2	96	98	2	3	98	96	93
O=C(CSc1nnc(COc2ccccc2F)n1-c1ccccc1)NC1CCS(=O)(=O)C1 (stereo unspecified)	102	-4	107	12	100	101	-3	-19	100	102	101
COc1ccccc1C/C(N)=N/OC(=O)c1ccc(C)c([N+](=O)[O-])c1	101	0	100	11	100	99	-3	-13	100	102	98
O=C(Cn1c(=O)oc2cc(S(=O)(=O)N3CCCCC3)ccc21)N1CCc2ccccc2C1	96	1	103	5	99	99	/	-8	99	101	97
CCOC(=O)c1c(C)nn(Cc2cccc(Cl)c2)c1N	102	2	104	1	103	105	-2	-8	105	103	100
CCc1cccc(CC)c1NC(=O)C1CN(S(=O)(=O)c2ccccc2)CCN1S(=O)(=O)c1ccccc1 (stereo unspecified)	97	1	106	-10	100	103	-7	-5	104	101	99
O=C(CSc1nc2ccsc2c(=O)n1-c1ccccc1)N1CCCC1	98	-2	107	-4	102	100	/	-27	103	101	102
COc1ccc(OC)c(CN2CCC(CNC(=O)Nc3cccc(Cl)c3)CC2)c1	100	-2	?	3	?	?	25	-24	?	?	?
Cc1ccccc1NC(=S)/C(=C(\[O-])c1cc(C)n(Cc2ccccc2Cl)c1C)[n+]1ccccc1	101	-1	98	26	97	105	9	-73	96	97	95
CC1CCCN(C2=C(Cl)C(=O)N(c3cccc(Cl)c3)C2=O)C1 (stereo unspecified)	101	-1	101	14	96	97	-2	-62	99	97	97

Screens from PubChem.
